Compound activity as filed in PubChem BioAssay.
14-3-3 PPI = modulators of human 14-3-3 gamma - Raf peptide interaction. hit rate 0.19% among 160,000. FP, 14-3-3gamma / TMR-pS259-Raf peptide binding. P61981. inhibition, % at 40 µM. AID 422; in the data active means inhibition above about 30%;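 further: 0% = protein plus tracer without compound and 100% = blank with tracer alone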
Target sequence (P61981 whole entry, looked up): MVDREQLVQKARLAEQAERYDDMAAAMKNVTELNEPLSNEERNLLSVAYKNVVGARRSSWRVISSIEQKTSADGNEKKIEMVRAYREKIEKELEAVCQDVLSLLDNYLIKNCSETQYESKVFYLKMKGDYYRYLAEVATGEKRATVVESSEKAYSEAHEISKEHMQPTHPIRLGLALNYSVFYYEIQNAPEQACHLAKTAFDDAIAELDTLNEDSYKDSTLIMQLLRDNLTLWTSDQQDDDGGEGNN
An asterisk follows results filed as active; & = joins results of further samples. This is a subset, so the mix of outcomes need not match the whole.

SMILES | 14-3-3 PPI
CS(=O)(=O)N1CCc2cc(-c3csc(NC(=O)Cc4cccs4)n3)ccc21 | -8
COc1ccc(-c2nc(-c3cccs3)c(-c3cccs3)[nH]2)cc1 | -30
O=C(CSc1ncccn1)N1c2ccccc2Sc2ccc(Cl)cc21 | 0
COc1ccc(CCNC(=O)CC2Nc3cc(C)c(C)cc3NC2=O)cc1OC (stereo unspecified) | -4
N#Cc1cc2nc3c(nc2cc1C#N)-c1cccc2cccc-3c12 | -10
Cn1c(COc2ccccc2)nnc1SCc1nc2ccccc2[nH]1 | 5
COc1ccccc1C(=O)Nc1cc(C(F)(F)F)ccc1Br | 0
CC(=O)C1=C(C)Nc2ncnn2C1c1cccc(OCc2ccccc2)c1 (stereo unspecified) | -6
CCOC(=O)c1ccc(NCc2c(C)[nH]c(C(=O)OCC)c2C)cc1 | -20
COc1ccc(OC)c(C(=O)CSc2nnnn2C)c1 | -10

Quoted from the listing:
Under 14-3-3 PPI, `CS(=O)(=O)N1CCc2cc(-c3csc(NC(=O)Cc4cccs4)n3)ccc21` is entered as -8
Under 14-3-3 PPI, `COc1ccc(CCNC(=O)CC2Nc3cc(C)c(C)cc3NC2=O)cc1OC` (stereo unspecified) is entered as -4
Under 14-3-3 PPI, `Cn1c(COc2ccccc2)nnc1SCc1nc2ccccc2[nH]1` is entered as 5
Under 14-3-3 PPI, `COc1ccc(-c2nc(-c3cccs3)c(-c3cccs3)[nH]2)cc1` is entered as -30
Under 14-3-3 PPI, `COc1ccccc1C(=O)Nc1cc(C(F)(F)F)ccc1Br` is entered as 0

New compounds follow:
SMILES | 14-3-3 PPI
CCCCCCc1cc2cc(-c3csc(C)n3)c(=O)oc2cc1O | -14
CCCCn1c(SCC(=O)Nc2cc(C)on2)nc2ccsc2c1=O | 14&-1
N#CSCC(=O)n1c2ccccc2c2ccccc21 | -4
CCCSc1nc(N)c(C#N)c(-c2ccc(C)cc2)c1C#N | -1
CCS(=O)(=O)NCCc1cc2ccc(C)cc2[nH]c1=O | 0
O=C1N(Cc2ccc(F)cc2)c2cccc3cccc(c23)N1Cc1ccc(F)cc1 | 2
Cc1cc(C)c(C#N)c(SCc2nnc(-c3ccc(Cl)cc3)o2)n1 | -8
Cc1nc2cc(I)ccc2s1 | -7
COc1cc2c(=O)n(Cc3ccccc3Cl)c(=O)n(CC(=O)Nc3ccccc3)c2cc1OC | -13
CCc1ccc2oc(=O)cc(CN3CCCCC3C)c2c1 (stereo unspecified) | -4
Cc1ccn2c(Nc3ccc4c(c3)OCO4)c(-c3ccc(Cl)cc3)nc2c1 | -3
O=C(CCC(=O)CCN1CCCCC1)CCN1CCCCC1 | -8
CCOC(=O)C1=C(C)N(C)C(C)=C(C(=O)OCC)C1c1ccncc1 | -7
N#CCSc1nnc(C2CCCCC2)n1Cc1ccccc1 | -8
Cc1nn(C)cc1C(=O)Nc1ccc(S(=O)(=O)Nc2onc(C)c2C)cc1 | 0
CC(=O)c1ccc(NC(=O)c2cc(CC(C)C)on2)cc1 | 3
O=C(Cn1c2ccccc2n2ncnc12)c1ccc(Cl)cc1 | -1
C=CCNC(=O)CN1C2CCCC1CC(NC(=O)c1ccccc1C)C2 (stereo unspecified) | 0
Cc1cccc(-n2ncc3c(NCc4ccccc4)ncnc32)c1 | -6
COc1cc(S(=O)(=O)NCCOC23CC4CC(CC(C4)C2)C3)ccc1Cl | -1
CC(=Cc1nsc(Nc2ccccc2)n1)NCc1ccc(C)cc1 | -77
CC(=O)c1cccc(NS(=O)(=O)c2c(C)noc2C)c1 | 1
COc1ccc(S(=O)(=O)N2CCOCC2)cc1C(C)C | -2
COc1ccc(-n2nc(C(=O)Nc3cc([N+](=O)[O-])ccc3OC)c3ccccc3c2=O)c(OC)c1 | -5
Cn1ccnc1SCC(=O)Nc1ccc2c(c1)OCO2 | -40
CCn1cnc2sc(C(=O)Nc3ccc4c(c3)OCO4)c(C)c2c1=O | -14&-17
CCc1ccccc1NC(=O)c1ccc(F)c(S(=O)(=O)N2CCN(c3cc(C)ccc3C)CC2)c1 | -15
CCN(CCCn1c(=S)[nH]c2cc3c(cc2c1=O)OCO3)c1ccccc1 | -8
CC12CC(NC(=O)N1c1cccc(C(=O)NCc3ccc4c(c3)OCO4)c1)c1cc(Cl)ccc1O2 (stereo unspecified) | -1
CCN(c1cccc(C)c1)S(=O)(=O)c1ccc2c(c1)CCN2C(=O)C1CC1 | -8
Cn1c(SCC(=O)N2CCN(Cc3ccccc3)CC2)nnc1-c1ccncc1 | -10
CC1CCCCN1C(=O)Cn1c(=O)n(-c2ccc(Cl)cc2)c(=O)c2c3c(sc21)CCC3 (stereo unspecified) | -4
CCOC(=O)C1CCCN(CC(=O)Nc2c(C(=O)OC)[nH]c3ccccc23)C1 (stereo unspecified) | -9
N#Cc1ccccc1Cn1c(=O)n(CCC(=O)NCc2ccco2)c(=O)c2sccc21 | -18
N#Cc1cc2ccccc2nc1SCC(=O)Nc1ccccc1N1CCOCC1 | -9
C=CCn1c(SCC(O)Cn2c3ccccc3c3ccccc32)nnc1-c1ccco1 (stereo unspecified) | -3
C=CCN(CC=C)CC(O)Cn1ccc(C)n1 (stereo unspecified) | 7
O=C(c1ccco1)N1CCN(C(=O)c2ccco2)CC1 | 4
CCCCNC(=O)c1nnn(-c2ccccc2)c1N | 3&1
O=[N+]([O-])c1ccc(-c2csc(Nc3ccc4c(c3)OCO4)n2)cc1 | 2

Four compounds already listed, sorted by length of the SMILES, smallest number first.
SMILES | 14-3-3 PPI
N#Cc1cc2ccccc2nc1SCC(=O)Nc1ccccc1N1CCOCC1 | -9
C=CCn1c(SCC(O)Cn2c3ccccc3c3ccccc32)nnc1-c1ccco1 (stereo unspecified) | -3
O=[N+]([O-])c1ccc(-c2csc(Nc3ccc4c(c3)OCO4)n2)cc1 | 2
CC1CCCCN1C(=O)Cn1c(=O)n(-c2ccc(Cl)cc2)c(=O)c2c3c(sc21)CCC3 (stereo unspecified) | -4

(next part)
SMILES | 14-3-3 PPI
COCCOC(=O)C1=C(C)NC2=C(C(=O)CCC2)C1c1cc(Br)c(O)c(OC)c1 (stereo unspecified) | -3
COc1cc(C(=O)NCC(c2cccnc2)N2CCN(C)CC2)cc(OC)c1OC (stereo unspecified) | -10
O=S1(=O)CC(N2CCOCC2)c2ccccc21 (stereo unspecified) | -1
Cc1ccc2nc(N3CCCC3)[nH]c2c1 | -3
COc1ccc(Nc2nc(-c3cccc(C)c3)nc3ccccc23)c(OC)c1 | -12
O=C(Nc1cccc(C(F)(F)F)c1)c1c[nH]c2ccc(S(=O)(=O)N3CCc4ccccc4C3)cc2c1=O | 3
O=[N+]([O-])c1ccc(Cl)c(C2Nc3cccc4cccc(c34)N2)c1 | -13
CCOc1ccc(N2C(=O)CC(Sc3n[nH]c(-c4cccc(C)c4)n3)C2=O)cc1 (stereo unspecified) | -23
CCOc1cc(C(=O)NCCN2CCOCC2)cc(OCC)c1OCC | 6
O=C(c1cc2nc(-c3ccco3)cc(C(F)(F)F)n2n1)N1CCN2CCCC2C1 (stereo unspecified) | -6
CC(=O)c1c(C)n(CCO)c2ccc(O)cc12 | -3
CCSc1nnc2c(n1)OC(c1ccc(C(=O)O)cc1)N(C(C)=O)c1ccccc1-2 (stereo unspecified) | -3
c1coc(CNc2nc3ccccc3n2CCN2CCOCC2)c1 | -4
Oc1ccc(O)c2c1C1c3ccccc3C2c2ccccc21 | -1
Cc1cc(C)c(NC(=O)c2cc([N+](=O)[O-])ccc2Cl)c([N+](=O)[O-])c1 | -1
CCCCSc1nnc2c(n1)OC(c1cc(OC)c(OC)cc1OC)N(C(C)=O)c1ccccc1-2 (stereo unspecified) | -6
Cc1ccc(-c2nc3cc(Cl)ccc3o2)cc1NC(=O)c1ccc([N+](=O)[O-])o1 | -174
COc1ccccc1N1CCN(S(=O)(=O)c2ccc(F)c(C(=O)Nc3cc(C(F)(F)F)ccc3Cl)c2)CC1 | -3
CCOc1ccc(C(=O)Nc2cccc(-c3nc4ccccc4o3)c2C)cc1[N+](=O)[O-] | -34
O=S(=O)(c1ccccc1)N1N=C(c2cccs2)CC1c1ccc(Br)cc1 (stereo unspecified) | -291

Sorted by the number under 14-3-3 PPI (falling): 6 of the compounds above
SMILES | 14-3-3 PPI
O=C(Nc1cccc(C(F)(F)F)c1)c1c[nH]c2ccc(S(=O)(=O)N3CCc4ccccc4C3)cc2c1=O | 3
CC(=O)c1cccc(NS(=O)(=O)c2c(C)noc2C)c1 | 1
N#CSCC(=O)n1c2ccccc2c2ccccc21 | -4
Cc1cccc(-n2ncc3c(NCc4ccccc4)ncnc32)c1 | -6
N#CCSc1nnc(C2CCCCC2)n1Cc1ccccc1 | -8
O=[N+]([O-])c1ccc(Cl)c(C2Nc3cccc4cccc(c34)N2)c1 | -13

The listing continues.
SMILES | 14-3-3 PPI
CCC(C)NC(=O)C1CCC(CNS(=O)(=O)c2ccc(Cl)cc2)CC1 (stereo unspecified) | 0
Nc1n[nH]c(S(=O)(=O)CCCc2ccccc2)n1 | -9
CCC(=O)n1nc(NCc2ccc(OC)c(OC)c2)nc1NCc1ccc(OC)c(OC)c1 | -4
O=C(CSCCNS(=O)(=O)c1ccccc1)Nc1ccccc1 | -1
Cc1noc(NS(=O)(=O)c2ccc(NC(=O)CSc3n[nH]c(-c4ccccc4)n3)cc2)c1C | -5
CC(NC(=O)CN(Cc1ccc(Br)cc1)S(=O)(=O)c1ccccc1)c1ccccc1 (stereo unspecified) | -4
CC(C)c1nnc(NC(=O)c2c(O)c3cccc4c3n(c2=O)CCC4)s1 | 3&-5
O=C(Nc1ccc(Oc2ccccc2)cc1)C1CCCO1 (stereo unspecified) | -2
Cc1cccc(N2CCN(C(=O)c3ccc4c(=O)n(CCc5ccccc5)c(=O)[nH]c4c3)CC2C)c1 (stereo unspecified) | -9
Cn1c(NC(=O)CCC2CCCCC2)cc(=O)n(C)c1=O | 0
CCOCCn1c(=O)c2c(nc3n2CCN3c2ccccc2)n(C)c1=O | 1
Cc1ccc(-c2nn3cc(-c4ccc(Br)cc4)nc3s2)cc1 | 2
CC(=O)Nc1ccc(NC(=O)CSc2n[nH]c(C)n2)cc1 | -1
COc1ccc(C2c3c(oc4ccccc4c3=O)C(=O)N2CC2CCCO2)cc1 (stereo unspecified) | 0
CN(C)S(=O)(=O)c1ccc(C(=O)NCc2n[nH]c(=S)n2Cc2ccccc2)cc1 | -9
COc1cc(C2Nc3ccc4ncccc4c3C3=C2C(=O)CCC3)cc(OC)c1OC (stereo unspecified) | -1
O=P1(CCl)COCc2ccccc21 (stereo unspecified) | -11
CCc1cccc(C)c1NC(=O)C1CCCO1 (stereo unspecified) | -6
CN(C)c1ccc(C2C(C(=O)c3ccco3)=C(O)C(=O)N2Cc2cccnc2)cc1 (stereo unspecified) | 1
CC(=O)c1ccc(NC(=O)CCCCCN2C(=O)c3ccccc3C2=O)cc1 | -30
Cc1ccc(CNC(=O)C(C)N2C(=O)COc3ccc(C)cc32)cc1 (stereo unspecified) | 5
O=C(NCc1ccccc1)N[C@@H](Cc1ccccc1)C(=O)O | -2
Cc1ccc(S(=O)(=O)N2C(=S)SCC2(C)C)cc1 | 2
O=c1oc2cc(OCc3ccccc3F)c(Cl)cc2c2c1CCCC2 | 0
COCCN1C(=O)c2ccccc2C(C(=O)Nc2cnc3ccccc3c2)C1c1c[nH]c2ccccc12 (stereo unspecified) | -3
COc1cc(OC)c(NC(=O)c2sc3ncnc(N4CCN(c5ccccc5)CC4)c3c2C)cc1Cl | -6
OCCN(CCO)CC(O)Cn1c2ccccc2c2ccccc21 (stereo unspecified) | 0
O=C(CN1CCOCC1)Nc1c(C(=O)c2ccc(F)cc2)oc2ccccc12 | 3
CCOc1ccccc1CN1C(=O)CCC1(C)C(=O)NC1CCCC1 (stereo unspecified) | -6
O=C(C1CCC(Cn2c(=O)[nH]c3ccccc3c2=O)CC1)N1CC=C(c2ccccc2)CC1 (stereo unspecified) | -6
CCOC(=O)c1[nH]c2ccc(OC)cc2c1NC(=O)C(C)N1CCSCC1 (stereo unspecified) | -6
Cc1ccc(C2C(C(=O)c3cccs3)=C(O)C(=O)N2CCCN2CCOCC2)cc1 (stereo unspecified) | -6
O=C1CCCC2=C1C(c1ccco1)Nc1ccc(C(=O)c3ccccc3)cc1N2 (stereo unspecified) | -10
O=C(c1ccc2c(=O)n(CCc3ccccc3)c(=O)[nH]c2c1)N1CCN(c2cccc(Cl)c2)CC1 | -5
CCOc1ccc2nc(SCC(=O)Nc3ccccc3C#N)sc2c1 | -10
CCCn1c2ccccc2c2nnc(SCC(=O)Nc3ccccc3OC)nc21 | -21
Cc1c(C(=O)Nc2ccc(N3CCCC3)c(Cl)c2)cccc1[N+](=O)[O-] | -15
O=[N+]([O-])c1cccc(Nc2ccc([N+](=O)[O-])c3nonc23)c1 | -30
Cc1ccc2c(c1)C(CCN)C(=O)N2Cc1ccccc1 (stereo unspecified) | 0
CCOC(=O)c1cc2c(=O)n3ccccc3nc2n(Cc2ccco2)c1=NC(=O)c1c(OCC)ccc2ccccc12 | 7
CCN(Cc1ccccc1)C(=O)Cn1c(=O)n(-c2ccc(F)cc2)c(=O)c2sccc21 | -11
CCOC(=O)CNC(=O)CCS(=O)(=O)c1ccc(Br)cc1 | 0
COc1ccc([N+](=O)[O-])cc1NC(=O)C1CC(=O)N=C(N)S1 (stereo unspecified) | 1
COC(=O)[C@@H](NC(=O)Nc1ccc(OC(F)(F)F)cc1)C(C)C | -3
C=CCSC1=NC(c2ccccc2Cl)C=C(c2ccccc2)N1 (stereo unspecified) | 0
O=C(Nc1cccc(F)c1)c1ccc(S(=O)(=O)NCC2CCCO2)cc1 (stereo unspecified) | -10
FC(F)Oc1ccc(Cl)cc1C1C=C(c2ccc(Cl)cc2)Nc2ncnn21 (stereo unspecified) | -5
CC(C)c1ccc(Nc2c(-c3ccc(Cl)cc3)nc3cnccn23)cc1 | 1
O=C(c1ccc(S(=O)(=O)c2cccc(Cl)c2)c([N+](=O)[O-])c1)N1CCOCC1 | -4
CCOc1ccc(NC(=O)Cn2c(C)nc3sc4c(c3c2=O)CCCC4)cc1 | -1
The listing continues:
SMILES | 14-3-3 PPI
COc1ccc(CC(=O)NCc2nnc(SCC(=O)Nc3nccs3)n2-c2ccccc2)cc1 | -1
COc1ccccc1N1CC(O)=C(c2nc3ccccc3c(=O)[nH]2)C1=N | -18
CCCCn1c(-c2ccccc2)nc(=S)c2c1CCCC2 | 12
Cc1c(C(=O)Nc2cccc(C(=O)O)c2)cccc1[N+](=O)[O-] | -2
COc1cc2c(cc1NC(=O)COc1ccc(C)cc1C)oc1ccccc12 | -3
